# influenza NS1A = NS1A inhibition, H1N1 influenza, cell based functional assay (AID 504329); inhibition, % at 12.5 µM, or IC50 in µM where a hit was titrated; 340,000 tested, 0.3% active; NS1A functional cell-based assay, percent inhibition; higher % means a stronger effect; in the data active = a potency from the dose series; inconclusive = inhibition above about 27% without an active follow-up result; note: strong numbers were not always called active
# VEEV TC-83 Vero = inhibitors of VEEV TC-83 cytopathic effect, confirmation, Vero cells (AID 588727) | 350,000 tested, 0.13% active | inhibition, % at 20 µM, or IC50 in µM where a hit was titrated | Vero cells, VEEV TC-83 cytopathic effect inhibition; higher % means a stronger effect; in the data active = a potency from the dose series; inconclusive = inhibition mostly from about 14% at the one dose, without a potency; inactive = the rest, 99 in 100 with inhibition below about 12%; note: strong numbers were not always called active
# M. tuberculosis = growth inhibition of non-replicating M. tuberculosis (AID 488890) | Mycobacterium tuberculosis non-replicating, growth inhibition; higher % means a stronger effect | inhibition, % at 25 µM; hits with a dose series show IC50 in µM | 320,000 tested, 0.39% active; in the data active = a potency from the dose series; inconclusive = inhibition mostly from about 82% at the one dose, without a potency; inactive = the rest, 99 in 100 with inhibition below about 76%;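 note: plate controls were DMSO cells for no effect and high antibiotic wells for full effect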
# PhoP GFP inhibition = PhoP regulon inhibitors, Salmonella typhi PhoP promoter GFP reporter, confirmatory (AID 1850) | Salmonella Typhi PhoP-promoter GFP reporter, fluorescence, 4 h; higher % means a stronger effect | inhibition, % at 50 µM; hits with a dose series show IC50 in µM | 310,000 tested, 0.33% active; in the data active = a potency from the dose series; inconclusive = inhibition mostly from about 25% at the one dose, without a potency; inactive = the rest, 99 in 100 with inhibition below about 19%;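 note: 0% = induced wells with vehicle and 100% = uninduced wells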
# M. tuberculosis HTS = M. tuberculosis growth inhibition, HTS (AID 449762) | inhibition, % at 25 µM; hits with a dose series show IC50 in µM | 330,000 tested, 0.59% active | M. tuberculosis H37Rv growth inhibition, 7H9 media; higher % means a stronger effect; in the data active = a potency from the dose series; inconclusive = inhibition above about 70% without an active follow-up result;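 note: bacterial growth assessed after seven days of incubation; strong numbers were not always called active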
# VEEV TC-83 Vero 10K pilot screen = second read-out of VEEV TC-83 Vero, no call of its own (marks repeat the call); inhibition, %; measured here: 10K pilot screen inhibition
# An asterisk follows results filed as active; i = inactive; ? = inconclusive; . = no result given. This is a random part of the collection; 1.5% or so of the library scored in one or more.
SMILES,influenza NS1A,VEEV TC-83 Vero,M. tuberculosis,PhoP GFP inhibition,M. tuberculosis HTS,others
CNC(=O)NC(=O)C(OC(=O)CCNS(=O)(=O)c1ccccc1)c1ccccc1 (stereo not drawn),-11%,6.7%,-2%,-4%,1%,
Cc1c(C(=O)N2CCCCC2)c(S(=O)(=O)NCc2ccc(N(C)C)cc2)c(C)n1C,3%,4.0%,-6%,-1%,-4%,
COc1cccc(C(=O)OC(C)C(=O)NCC2CCCCC2)c1 (stereo not drawn),1%,1.3%,31%,.,-4%,
CCOC(=O)c1sc(NC(=O)c2ccc(C)s2)cc1C,-6%,1.9%,30%,6%,7%,
COc1ccc(CC(NC(C)=O)C(=O)NC2CCN(C(=O)Nc3ccccc3C)CC2)cc1OC (stereo not drawn),-5%,0.3%,-1%,11%,9%,
Cc1ccc(OCCn2c(=O)oc3ccc(C)cc32)cc1,-10%,0.4%,77%,-8%,5%,
Cc1sc2nc(CN(CCc3ccccc3)C(=O)c3ccco3)[nH]c(=O)c2c1C,.,.,-6%,8%,-1%,
NC(=O)CSc1n[nH]c(-c2ccco2)n1,-2%,0.4%,-13%,16%,2%,
O=C(CCNC(=O)c1ccc(Br)cc1)Nc1ccc(S(=O)(=O)N2CCOCC2)cc1,-20%,0.1%,1%,.,-5%,
O=[N+]([O-])c1ccc(S(=O)(=O)NCC2CCCO2)cc1 (stereo not drawn),-2%,1.3%,11%,-3%,2%,VEEV TC-83 Vero 10K pilot screen=1.5
O=C(CNS(=O)(=O)c1ccccc1F)OCC(=O)c1c[nH]c2ccccc12,-2%,2.5%,-1%,.,-8%,
CC/C(C)=N/Nc1nc2c(c(=O)[nH]c(=O)n2C)n1Cc1ccccc1,-20%,0.9%,-10%,8%,4%,
COc1ccc(C(=O)[C@H]2[C@H]3C(=O)N(c4ccc(OC(C)=O)cc4)C(=O)[C@H]3C3C=CC=NN32)cc1 (stereo partly drawn),-2%,1.4%,-12%,5%,-1%,
O=C(O)c1cccc(NC(=S)N/N=C/c2ccccc2OCc2cccc(Br)c2)c1,9%,1.7%,.,.,.,
COc1ccc(CCN(Cc2cc3cccc(C)c3[nH]c2=O)C(=O)NC2CCCCC2)cc1OC,2%,2.8%,29%,-6%,-6%,
CCOC(=O)c1ccccc1NC(=O)CN1C(=O)CCS(=O)(=O)c2ccccc21,-17%,5.0%,.,.,.,
OCC1CCN(Cc2cn(Cc3ccccc3)nc2-c2cc3ccccc3o2)CC1,2%,0.6%,25%,-1%,-2%,
CC(=O)Nc1ccc(NC(=O)c2c([N+](=O)[O-])cnn2C)cc1,-5%,2.2%,-4%,7%,-3%,
Cc1ccc(C(=O)C[n+]2cc(-c3ccc(C)cc3)n3c2CCCCC3)cc1,6%,i,?,21%,15µM*,
COc1ccc(N2CCN(C(=O)c3cc(=O)c4ccc(C)cc4o3)CC2)cc1,0%,1.0%,21%,-14%,5%,
CC(=O)Nc1ccc(NC(=O)CSc2nnc(-c3ccco3)n2Cc2ccco2)cc1,2%,i,47%,-8%,60%,
NS(=O)(=O)c1ccc(CNC(=O)c2cc(=O)c3ccccc3o2)cc1,4%,i,-18%,3%,-1%,
COc1cc(S(=O)(=O)Nc2ccc3cn[nH]c3c2)ccc1Cl,-3%,3.6%,-5%,0%,-3%,
COc1cc(/C=C(\C#N)C(=O)NCc2cccs2)ccc1O,3%,1.1%,7%,-1%,-6%,
Cc1c(C(C)NC(=O)c2ccc3nc(Cc4ccccc4F)oc3c2)cnn1C (stereo not drawn),5%,1.3%,8%,0%,1%,
Cc1cc(C)c(S(=O)(=O)NCC(c2ccco2)N2CCc3ccccc3C2)c(C)c1 (stereo not drawn),-3%,1.2%,8%,2%,8%,
CCOc1ccc(NC(=O)CN(C)C(=O)c2ccc(C3SCCS3)cc2)cc1OCC,-3%,1.8%,19%,-2%,20%,
COc1ccc(C(=O)NCC(=O)N/N=C(\C)c2ccco2)cc1OC,0%,2.8%,-6%,6%,-3%,
O=C(CN1CCN(S(=O)(=O)c2ccc(F)cc2)CC1)NC1CCCC1,-11%,1.8%,16%,-7%,-13%,
CCSc1nc2ccccc2c(=O)n1Cc1ccc(F)cc1,-7%,0.1%,7%,5%,0%,

# Seven records picked at random from those above, as already listed:
SMILES,influenza NS1A,VEEV TC-83 Vero,M. tuberculosis,PhoP GFP inhibition,M. tuberculosis HTS,others
Cc1c(C(=O)N2CCCCC2)c(S(=O)(=O)NCc2ccc(N(C)C)cc2)c(C)n1C,3%,4.0%,-6%,-1%,-4%,
O=C(CCNC(=O)c1ccc(Br)cc1)Nc1ccc(S(=O)(=O)N2CCOCC2)cc1,-20%,0.1%,1%,.,-5%,
COc1ccc(N2CCN(C(=O)c3cc(=O)c4ccc(C)cc4o3)CC2)cc1,0%,1.0%,21%,-14%,5%,
O=C(O)c1cccc(NC(=S)N/N=C/c2ccccc2OCc2cccc(Br)c2)c1,9%,1.7%,.,.,.,
Cc1sc2nc(CN(CCc3ccccc3)C(=O)c3ccco3)[nH]c(=O)c2c1C,.,.,-6%,8%,-1%,
COc1ccc(C(=O)[C@H]2[C@H]3C(=O)N(c4ccc(OC(C)=O)cc4)C(=O)[C@H]3C3C=CC=NN32)cc1 (stereo partly drawn),-2%,1.4%,-12%,5%,-1%,
NC(=O)CSc1n[nH]c(-c2ccco2)n1,-2%,0.4%,-13%,16%,2%,

# Following part
SMILES,influenza NS1A,VEEV TC-83 Vero,M. tuberculosis,PhoP GFP inhibition,M. tuberculosis HTS,others
Cc1ccc(C(=O)NCCCn2ccnc2)o1,15%,1.2%,-2%,3%,-1%,
CCN(CCO)c1ccc(NC(=S)Nc2cccc(S(=O)(=O)N(C)C)c2)cc1,5%,2.4%,-3%,8%,5%,
CCOC(=O)CSc1nc2c(c(-c3ccc(C)o3)c1C#N)CCCC2,-7%,3.4%,?,4%,?,VEEV TC-83 Vero 10K pilot screen=0.5
Cc1ccc(C)c(N2CCN(C(=O)CCC(=O)Nc3nnc(C(F)(F)F)s3)CC2)c1,5%,4.8%,68%,0%,10%,
CSCC(=O)NC1CCCN(C2Cc3ccccc3C2)C1 (stereo not drawn),-3%,i,-20%,5%,0%,
COc1ccc(NC(=O)CCc2nnc3ccc(N4CCC5(CC4)OCCO5)nn23)cc1,1%,1.2%,1%,6%,-3%,
O=C(CCCOc1ccccc1)NC1CCCc2ccccc21 (stereo not drawn),-1%,i,14%,3%,1%,
Cc1ccccc1NC(=O)Cc1nc(COC(=O)c2ccc(Cl)c(S(N)(=O)=O)c2)cs1,-5%,11%,27%,1%,0%,
CCn1c(N)c(C(=O)NCc2ccco2)sc1=S,-10%,i,-9%,-12%,-2%,
CCC(=O)c1ccc(OCCN2CCOCC2)cc1,-10%,2.4%,14%,0%,-3%,
CCOC(=O)C1CCN(C(=O)CN(c2cc(Cl)ccc2OC)S(=O)(=O)c2ccccc2)CC1,-16%,2.4%,17%,10%,-10%,
Cc1cc(N(C)C(=O)c2ccc3c(c2)S(=O)(=O)c2cc(Cl)ccc2C3=O)c(C(F)(F)F)o1,7%,0.2%,1%,.,3%,
O=[N+]([O-])c1cc2c(c(CSc3nnc(Nc4ccccc4)s3)c1)OCOC2,6%,0.7%,-3%,6%,-7%,
Nc1ccc(Oc2cccc(Oc3ccc(N)cc3)c2)cc1,11%,2.1%,43%,-10%,-3%,
O=C(COC(=O)CCC1CCCC1)Nc1ccc(Cl)cc1F,6%,0.6%,72%,-7%,-2%,

# Taken from the listing (2 entries):
SMILES,influenza NS1A,VEEV TC-83 Vero,M. tuberculosis,PhoP GFP inhibition,M. tuberculosis HTS,others
CCC(=O)c1ccc(OCCN2CCOCC2)cc1,-10%,2.4%,14%,0%,-3%,
CCOC(=O)C1CCN(C(=O)CN(c2cc(Cl)ccc2OC)S(=O)(=O)c2ccccc2)CC1,-16%,2.4%,17%,10%,-10%,

# Following part
SMILES,influenza NS1A,VEEV TC-83 Vero,M. tuberculosis,PhoP GFP inhibition,M. tuberculosis HTS,others
O=S(=O)(Nc1ccccc1Cl)c1cccc2nsnc12,5%,i,14%,5%,4%,
NC(=O)/C(=C/c1ccco1)NC(=O)/C=C/c1ccccc1,2%,3.9%,18%,-1%,3%,
O=C(C1CCN(S(=O)(=O)c2cnc[nH]2)CC1)N1CCc2ccccc2C1,-4%,1.4%,-15%,3%,-9%,
Cc1cc(NC(=O)CCN2CCN(C)CC2)ccc1Br,3%,1.3%,-5%,1%,-6%,
CCOc1ccc(-c2noc(-c3cccnc3)n2)cc1OC,-19%,5.5%,14%,-12%,-2%,
CCOC(=O)c1c(C)[nH]c(C)c1C(=O)COC(=O)Cc1ccc(OC)c(OC)c1,-2%,2.0%,15%,.,-3%,
CC(C)C(=O)Nc1nnc(SCC(=O)NC2CC2)s1,-3%,7.7%,-4%,1%,0%,
CC(=O)N1CCC(N(CCN2CCOCC2)C(=S)Nc2ccc(C)c(C)c2)CC1,5%,i,1%,18%,0%,
CC1=C(C)CC(C(=O)c2ccc(C)cc2)C(C(=O)O)C1 (stereo not drawn),3%,4.2%,4%,-2%,-4%,
CN(C)CCNC(=O)CNC(=S)N(CCCN1CCOCC1)Cc1cccs1,1%,0.9%,-7%,-14%,-5%,
CC(C)c1ccc(C(C(=O)NC2CCCC2)N(C(=O)CNC(=O)c2ccco2)c2cccnc2)cc1 (stereo not drawn),-8%,0.8%,.,-2%,5%,
Cc1ccc(S(C)(=O)=O)cc1C(=O)Nc1ccc(S(=O)(=O)Nc2nccs2)cc1,-9%,1.4%,22%,.,6%,
CCOc1ccc(-n2c(N)c(-c3nc4ccccc4n3C)c3nc4ccccc4nc32)cc1,-13%,2.7%,10%,6%,?,
CSc1nc2ccccc2c(=O)n1N,0%,i,13%,10%,0%,
Cc1cc(=O)oc2c(C)c(OCC(=O)NCCN3CCOCC3)ccc12,2%,3.2%,-15%,11%,2%,
Cc1onc(C(=O)N2CCC(C(N)=O)CC2)c1-c1ccccc1Cl,-1%,0.1%,-15%,1%,-3%,
COc1ccc(OC)c(NC(=O)c2cc(-c3c(C)cc(C)cc3O)n[nH]2)c1,1%,2.8%,8%,-4%,7%,
NC1=NN=C(N2N=C(c3ccco3)CC2(O)C(F)(F)F)n2ncnc2C1 (stereo not drawn),26%,0.4%,2%,-5%,-6%,
COC(=O)c1sc(-c2ccc(Cl)cc2)cc1NC(=O)COCC(=O)O,1%,5.3%,7%,-11%,36%,
CC1CCCCC1NC(=O)C1CCN(C(=O)NC2CCCCC2)CC1 (stereo not drawn),7%,1.5%,-13%,-2%,-3%,
C=CCSc1nc2sc3c(c2c(=O)[nH]1)CC(C)(C)OC3,-2%,2.2%,.,.,.,
Cc1[nH]c(=O)[nH]c(=O)c1CSCC(=O)OCC(=O)c1ccc(Br)cc1,-1%,0.8%,-1%,5%,-4%,
O=C(CNCCN1CCOCC1)Nc1ccccc1Sc1ccccc1,-3%,i,22%,2%,-2%,
CNNC(=S)Nc1ccc(Cl)cc1,-4%,i,0%,2%,-4%,
COc1ccccc1N1CCN(C(=O)c2cc3cc(Cl)ccc3[nH]2)CC1,2%,8.1%,-2%,-1%,12%,
COc1ccc(C(C(=O)NCC2CCCO2)N(C(=O)CNC(=O)c2cccs2)c2ccc(C(C)=O)cc2)cc1OC (stereo not drawn),-20%,1.3%,0%,3%,-7%,
Cc1cc(C)cc(Oc2ccc(-c3nnc(-c4ccccc4)o3)cc2[N+](=O)[O-])c1,2%,1.0%,-3%,3%,-2%,
CC(/C=C/c1ccccc1)=N\NC(=O)c1ccncc1,-1%,i,?,5%,?,
Fc1cccc(-n2ncc(-c3nnnn3-c3ccccc3)c2C(F)(F)F)c1,0%,2.0%,-15%,0%,5%,
Cc1cc(C)nc(SCC(=O)N/N=C\c2sccc2C)n1,2%,1.7%,-3%,-12%,-9%,
Cc1cc(N2CCN(C)CC2)ccc1NC(=O)c1ccc(-c2ccc(Cl)cc2)o1,44µM*,11%,?,8%,?,

# Assay outcomes from PubChem.
